Compound activity from PubChem.
APOBEC3A inh: blocks human APOBEC3A ssDNA deamination; recombinant A3A, FAM/TAMRA ssDNA deamination fluorescence; inhibition, % at 20 µM; P31941; 330,000 compounds, 0.41% hits;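 active = at least 40% inhibition at 20 µM here, with at most 30% in a related deaminase screen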;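 also: plate controls were A3A with DMSO for no effect and wells lacking A3A enzyme for full effect; some results filed as inactive read as strong as hits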
Target sequence (P31941 whole entry, looked up): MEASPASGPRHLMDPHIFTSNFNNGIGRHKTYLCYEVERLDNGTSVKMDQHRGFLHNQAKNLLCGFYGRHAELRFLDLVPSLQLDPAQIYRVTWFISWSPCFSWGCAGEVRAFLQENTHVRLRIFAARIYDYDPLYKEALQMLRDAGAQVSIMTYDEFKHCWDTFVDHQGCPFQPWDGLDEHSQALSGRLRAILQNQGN
APOBEC3G inh: inhibitors of human APOBEC3G DNA deaminase | Q9HC16 | AID 493012 | recombinant A3G, ssDNA deamination FAM/TAMRA fluorescence | 330,000 compounds, 0.28% hits | inhibition, % at 20 µM;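 active = inhibition of at least 40% at 20 µM, with no more than 30% in the related APOBEC3A deaminase screen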;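 also: plate controls were DMSO wells with A3G for no effect and wells lacking A3G enzyme for full effect; some compounds called inactive have numbers as strong as hits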
CXCR6 inh: inhibitors of human CXCR6 receptor; CHO-K1 PathHunter CXCR6 beta-arrestin, luminescence; inhibition, % at 20 µM; O00574; 360,000 compounds, 0.36% hits; in the data active = inhibition above about 34%, passing the limit was not always enough;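 also: antagonist mode with CXCL16 agonist at 10 nM final; 0% = 10 nM CXCL16 with DMSO and 100% = unstimulated wells without agonist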
Target sequence (O00574 whole entry, looked up): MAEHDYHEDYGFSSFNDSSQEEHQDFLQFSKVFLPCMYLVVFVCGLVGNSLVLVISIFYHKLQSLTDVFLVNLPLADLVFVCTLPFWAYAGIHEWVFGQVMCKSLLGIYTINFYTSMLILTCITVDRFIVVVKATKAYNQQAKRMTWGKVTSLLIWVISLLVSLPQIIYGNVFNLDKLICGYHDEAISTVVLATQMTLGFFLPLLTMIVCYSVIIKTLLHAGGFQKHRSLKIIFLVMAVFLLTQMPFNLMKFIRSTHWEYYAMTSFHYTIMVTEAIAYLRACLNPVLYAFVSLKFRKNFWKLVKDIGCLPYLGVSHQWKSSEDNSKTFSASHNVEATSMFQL
EBI2 block: EBI2 (human) antagonism; P32249; EBI2 beta-arrestin recruitment, luminescence, 7a,25-OHC stimulated; inhibition, % at 5 µM; 360,000 compounds, 0.81% hits; AID 651636; in the data active = inhibition above about 38%;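 also: enzyme fragment complementation signal reports receptor beta-arrestin coupling in cells; 0% = agonist plus DMSO wells and 100% = wells without agonist; some results beyond the cut were filed as inactive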
Gli-Sufu antag: blocks Gli-Sufu signaling in a luciferase reporter. Sufu-KO-LIGHT fibroblasts, Gli luciferase reporter luminescence. inhibition, % at 5 µM. 340,000 compounds, 0.74% hits;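 active = inhibition above about 55%, limit read from the data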;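 also: 0% = DMSO-treated cells and 100% = wells with medium but no cells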
NR3A LBD binder: modulates the human NR3A ligand-binding domain | NR3A LBD differential scanning fluorimetry, Tm shift; 0% = protein alone, 100% = glycine-bound protein | Tm shift relative to glycine control, % at 25 µM | 340,000 compounds, 2.5% hits;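 active = melting temperature shift of at least 10% of the positive control shift, at one fixed dose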
MPTP block: permeability transition pore inhibition; isolated mouse mitochondria, Ca2+ swelling absorbance, 30 min; inhibition, % at 10 µM; 360,000 compounds, 1.4% hits; AID 602449;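 active = inhibition of 50% or more, scaled per plate between neutral and stimulator controls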;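 also: 0% = DMSO wells given calcium and 100% = 1 mM EGTA wells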
CCR6 antagonist: antagonists of human CCR6 receptor; CHO-K1 CCR6 PathHunter beta-arrestin, luminescence, CCL20-stimulated; inhibition, % at 20 µM; P51684; 340,000 compounds, 0.49% hits;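 active = compounds whose inhibition of the agonist-driven luminescence signal at 20 µM reaches about 50%, limit read from the data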;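 also: cells stimulated with CCL20 at 14 nM final; plate controls were DMSO with CCL20 for no effect and DMSO without agonist for full effect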
Target sequence (P51684 whole entry, looked up): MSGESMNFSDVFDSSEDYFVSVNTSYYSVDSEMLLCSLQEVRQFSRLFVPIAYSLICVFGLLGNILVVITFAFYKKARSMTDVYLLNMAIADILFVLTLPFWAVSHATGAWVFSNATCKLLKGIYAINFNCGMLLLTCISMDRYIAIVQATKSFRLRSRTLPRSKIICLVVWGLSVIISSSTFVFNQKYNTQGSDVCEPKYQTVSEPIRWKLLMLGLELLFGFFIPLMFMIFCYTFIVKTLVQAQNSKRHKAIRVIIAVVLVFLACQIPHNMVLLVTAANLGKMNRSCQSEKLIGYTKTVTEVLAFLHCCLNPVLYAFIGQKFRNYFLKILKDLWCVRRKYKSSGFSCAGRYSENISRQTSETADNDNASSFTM
The depositor's hits bear a star; / = not tested or not shown. Compounds as they come, and some 5.8% of all compounds hit somewhere here.

SMILES | APOBEC3A inh | APOBEC3G inh | CXCR6 inh | EBI2 block | Gli-Sufu antag | NR3A LBD binder | MPTP block | CCR6 antagonist
Cc1cccc(Nc2nc(N)c([N+](=O)[O-])c(N3CC(C)OC(C)C3)n2)c1 (centres undefined) | -4.0 | -9.0 | -1.8 | 8.5 | 3.3 | -3.3 | -0.3 | 4.1
CNC(=O)Nc1ccc(S(N)(=O)=O)cc1 | -4.3 | 9.6 | -1.5 | -3.2 | 1.3 | 0.8 | 0.0 | -3.2
C=CCNC(=O)c1ccc(C2SCC(=O)N2Cc2ccccc2)cc1 (centres undefined) | 2.6 | -1.2 | -6.7 | 4.7 | -3.7 | -1.0 | 0.3 | -0.5
COc1cc(/C=N/NC(=O)c2cccnc2)ccc1OCC(=O)Nc1ccc(C)cc1 | -3.4 | -9.8 | 3.9 | -4.2 | 10.6 | -23.3 | 0.8 | 6.9
CC1(C)CC(NC(=O)c2cc(S(=O)(=O)N3CCOCC3)ccc2Cl)CC(C)(C)N1 | -1.4 | -6.1 | -3.5 | -10.3 | -0.4 | 0.9 | 0.2 | 6.5
FC(F)(F)c1cc(-c2ccccn2)nc2cc(-c3ccccc3)nn12 | -1.3 | -6.6 | 3.9 | 16.2 | -2.4 | -0.1 | -2.3 | 0.6
COC(=O)c1ccc(N2CCN(C)CC2)c(NC(=O)COc2ccc(OC)cc2)c1 | -0.9 | -3.3 | 7.5 | 7.9 | 8.0 | 1.9 | -1.5 | -9.8
COc1ccc(S(=O)(=O)NCC(=O)NC2CC2)cc1OC | -2.9 | -8.0 | 0.7 | -13.9 | -4.4 | 2.4 | -0.9 | 7.0
CCCCN(Cc1ccco1)S(=O)(=O)c1c[nH]c(C(=O)OC)c1 | 2.4 | 0.7 | 8.2 | 3.8 | 43.6 | 0.1 | 0.8 | 28.2
O=[N+]([O-])c1ccc(OCCCCCN2CCOCC2)cc1 | -2.5 | -5.2 | -4.8 | -0.9 | 10.6 | 2.1 | 0.9 | 10.5
CN(Cc1cccnc1)C(=O)CNC(=O)c1ccc(Cl)cc1Cl | -0.8 | -1.3 | -3.5 | 1.8 | -0.3 | -0.8 | -1.7 | 1.6
Cc1ccc(C(=O)NCc2ccco2)cc1S(=O)(=O)Nc1cccc(C)c1C | -1.2 | -6.1 | -2.5 | 1.6 | / | -4.5 | -0.9 | 1.7
O=C(Nc1ccnn1C1CCN(Cc2cc(Cl)ccc2O)CC1)C1CC1 | -3.4 | -8.0 | 1.4 | -16.5 | 11.3 | 0.0 | -0.1 | 12.3
NC(=O)c1ccccc1OCC(=O)N1CCCc2ccccc21 | -2.7 | -6.6 | 7.8 | 2.4 | -44.3 | -0.4 | -0.7 | 5.9
COc1ccc(CN2C(=O)CCC(C(=O)O)C2c2ccccc2)cc1 (centres undefined) | 0.3 | -2.0 | 8.6 | 1.9 | -2.8 | 0.4 | -0.7 | 12.0
COc1ccc(S(=O)(=O)Nc2nc3ccccc3nc2NCC2CCCO2)cc1 (centres undefined) | -3.2 | -4.5 | -3.7 | 2.4 | 7.0 | -0.4 | 1.1 | 11.9
Cc1nc2ccc(S(=O)(=O)Nc3cccc(-c4nc5cccnc5s4)c3C)cc2s1 | 1.3 | 0.6 | 4.3 | -3.1 | 1.6 | -6.8 | 97.8* | -9.1
CC(NC(=O)c1ccc(Cl)c(Cl)c1)c1ccc(-c2ccccc2)cc1 (centres undefined) | -5.4 | -7.6 | -6.7 | 2.6 | 2.8 | 16.4* | 15.4 | 8.6
O=C(CSc1nnc(-c2ccccc2)n1-c1ccc(Cl)cc1)NNC(=S)Nc1ccccc1 | -4.0 | -11.3 | 15.8 | 6.4 | 12.3 | -7.3 | 1.9 | 22.1
Cn1cnc([N+](=O)[O-])c1Oc1ccccc1 | -4.9 | -6.0 | 5.4 | -47.5 | -1.0 | -2.7 | -1.6 | 5.9

Part of the list above, with tabs.
SMILES	APOBEC3A inh	APOBEC3G inh	CXCR6 inh	EBI2 block	Gli-Sufu antag	NR3A LBD binder	MPTP block	CCR6 antagonist
COc1ccc(CN2C(=O)CCC(C(=O)O)C2c2ccccc2)cc1 (centres undefined)	0.3	-2.0	8.6	1.9	-2.8	0.4	-0.7	12.0
COc1ccc(S(=O)(=O)Nc2nc3ccccc3nc2NCC2CCCO2)cc1 (centres undefined)	-3.2	-4.5	-3.7	2.4	7.0	-0.4	1.1	11.9

Remaining list, next part.
SMILES | APOBEC3A inh | APOBEC3G inh | CXCR6 inh | EBI2 block | Gli-Sufu antag | NR3A LBD binder | MPTP block | CCR6 antagonist
CCN(CC)c1ccc(C2C(C(=O)OC)=C(C)NC(C)=C2C(=O)OC)cc1 | -2.8 | -1.8 | 4.9 | 2.2 | 12.9 | 0.8 | 1.5 | 16.8
CC1CCN(C(=O)COC(=O)c2cc(S(=O)(=O)N3CCOCC3)ccc2Cl)CC1 | 1.1 | -6.8 | 7.7 | -0.5 | 7.6 | -4.6 | -0.9 | 2.5
CC(NC(=O)CCNC(=O)c1ccco1)c1ccccc1 (centres undefined) | 1.6 | -5.1 | -1.1 | -13.9 | 20.2 | -2.3 | 0.3 | -15.4
COc1ccc(OC)c(C(C)NC(=O)c2ccco2)c1 (centres undefined) | -3.3 | -4.7 | -2.2 | -7.3 | 2.5 | 0.2 | -0.3 | -2.4
COc1ccc(NC(=S)NCCSc2ccc(Cl)cc2)c(OC)c1 | -2.2 | -2.1 | 6.8 | -2.4 | -1.7 | -6.6 | 1.3 | 16.8
O=C1CCCN1c1ccc(S(=O)(=O)N2CCN(c3ccccn3)CC2)cc1 | -4.1 | -8.7 | -1.0 | -1.2 | 7.4 | 0.0 | 0.5 | -14.2
Cc1nc([N+](=O)[O-])c(Br)n1CC(=O)c1ccccc1 | -4.7 | -5.3 | 1.4 | 2.4 | 0.2 | -3.2 | -2.0 | 13.0
OCCC1CN(Cc2cccc3nccnc23)CCN1Cc1ccc(F)c(F)c1 (centres undefined) | -1.4 | -5.0 | -5.4 | -1.9 | 8.9 | -5.6 | 1.5 | 14.8
CC1(C)CC(=O)c2c(nn(-c3ccccc3)c2N)C1 | -2.8 | -11.1 | 0.4 | 4.0 | 8.0 | 0.5 | -1.0 | -1.1
Cc1sc(NC(=O)c2cccs2)nc1-c1ccccc1 | 0.7 | -1.0 | -14.4 | 13.5 | -44.5 | -9.3 | -0.1 | -13.0
Cc1ccc(S(=O)(=O)N2CCCC(NC(=O)N3CCN(c4ccccc4)CC3)C2)cc1 (centres undefined) | -2.1 | -2.0 | 8.1 | 4.3 | 7.9 | 1.7 | -0.9 | 6.5
CCOC(=O)C1(Cc2ccccc2)CCN(Cc2cn(CC(=O)OC)c3ccccc23)CC1 | 4.6 | -3.4 | -8.0 | -8.5 | / | -2.5 | 0.5 | 6.7
CC(C)N(C(=O)c1ccc(-c2ccccc2F)cc1)C(C)C | -0.9 | -2.2 | -3.0 | 15.6 | 7.7 | 1.9 | 8.2 | 12.2
CCn1c(CCCNC(=O)c2ccc(F)cc2)nc2ccccc21 | -1.5 | -8.2 | 0.1 | -6.5 | 2.6 | -1.6 | 1.4 | 12.2
CCN(CC)C(=O)CC(c1cc(OC)c(OC)c(OC)c1)c1c(OC)cc(OC)c2c(-c3ccccc3)cc(=O)oc12 (centres undefined) | 85.3 | 34.6 | 11.0 | 10.1 | 8.3 | 1.3 | -0.7 | 8.0
O=S(=O)(c1ccc(F)cc1)N1CCC(O)(c2ccc3c(c2)OCO3)CC1 | 0.0 | -3.4 | -7.6 | -4.1 | 1.4 | 1.5 | 0.2 | 15.5
O=C(O)CCn1c(=O)sc2ccccc21 | 0.1 | -1.1 | -0.9 | -3.1 | 9.0 | 2.7 | 0.1 | 15.3
Cc1cccc(OCCSc2nncn2C)c1 | 0.2 | -3.8 | -3.4 | -4.9 | -12.3 | -2.7 | 4.3 | 4.5
COC(=O)c1cccc(NC(=O)CC2C(=O)NCCN2C(=O)Nc2cc(C)cc(C)c2)c1 (centres undefined) | -0.5 | -7.5 | -3.4 | -4.3 | 7.2 | -4.8 | 2.2 | 7.4
CCOc1ccc(C(=O)NCCCCNC(=O)c2ccc(OCC)cc2)cc1 | -1.7 | 2.2 | 3.7 | 1.4 | -24.4 | 14.9* | 1.1 | 2.5
CC1=C(OC(=O)c2ccccc2)C(C)(C)C(c2ccccc2)OC1=O (centres undefined) | 2.1 | 7.6 | -2.4 | 3.1 | 2.9 | 0.9 | -1.6 | 27.8
CCOC(=O)CN1C(=O)N[C@@H](c2ccco2)C(C(C)=O)=C1C | -4.2 | -9.0 | -3.6 | -6.6 | -4.9 | -0.9 | 4.7 | 5.7
COc1ccc(CNS(=O)(=O)c2c(C(=O)N3CCCCCC3)c(C)n(C)c2C)cc1 | -5.8 | -5.9 | -4.4 | -6.8 | -22.4 | -2.6 | -1.5 | 3.7
CCN1CCN(CC(=O)N2N=C(c3cccs3)CC2c2ccc(C)cc2)C(=O)C1=O (centres undefined) | -8.9 | -3.4 | -0.8 | 4.4 | 2.8 | -0.2 | 0.4 | 6.8
CCCn1c2ccccc2c2cnn(CC(=O)NCCCN3CCCC(C)C3)c(=O)c21 (centres undefined) | -4.1 | -3.9 | -4.1 | 3.3 | 38.2 | 0.4 | 2.3 | 19.2
CC(=O)c1ccc(/C=C/c2nc3ccccc3n2C)o1 | -3.7 | -3.9 | -9.7 | -14.3 | -55.8 | 0.2 | 3.4 | -2.7
CC(C)NC(=O)C12CC3CC(C1)CC(n1cnc(Cl)n1)(C3)C2 | -1.7 | -4.1 | 1.7 | -2.0 | -3.8 | -0.6 | -1.2 | 0.7
CN(CC(=O)Nc1cccc(F)c1)C(=O)c1ccc(N2CCCCCC2)c([N+](=O)[O-])c1 | 21.3 | 0.1 | 6.9 | 8.1 | 31.1 | -5.6 | 2.3 | 31.1
CCCc1nnc(NC(=O)CCCC(=O)O)s1 | -1.3 | -3.2 | -1.4 | -11.4 | -0.6 | -0.2 | 22.4 | -22.8
Cc1cc(C)cc(N(CC(=O)N2CC=C(c3ccccc3)CC2)S(=O)(=O)c2c(C)noc2C)c1 | 4.1 | 5.2 | 5.6 | 27.8 | 5.4 | -0.2 | 1.4 | 11.5

Copied from the list:
CC(C)NC(=O)C12CC3CC(C1)CC(n1cnc(Cl)n1)(C3)C2 – EBI2 block: -2.0
CC1=C(OC(=O)c2ccccc2)C(C)(C)C(c2ccccc2)OC1=O (centres undefined) – APOBEC3G inh: 7.6

Later entries:
SMILES | APOBEC3A inh | APOBEC3G inh | CXCR6 inh | EBI2 block | Gli-Sufu antag | NR3A LBD binder | MPTP block | CCR6 antagonist
O=C(CCN1C(=O)C2C3C=CC(C3)C2C1=O)N1CCN(c2cccc(Cl)c2)CC1 (centres undefined) | -2.6 | -3.6 | -2.8 | -7.3 | -17.9 | 0.1 | -0.1 | 4.0
C[C@H](CO)N1C[C@H](C)[C@@H](CN(C)S(=O)(=O)c2cccs2)Oc2ccc(NC(=O)CCC(F)(F)F)cc2C1=O | -2.1 | -6.9 | -12.3 | -8.1 | -7.6 | 3.1 | 0.3 | 16.2
COc1ccccc1N(CC(=O)NCc1ccco1)S(C)(=O)=O | 5.5 | -1.1 | -0.8 | -4.3 | 3.3 | -0.8 | -1.4 | -2.9
O=C(NCCC1=CCCCC1)c1cc(-c2ccncc2)nc2ccccc12 | 0.7 | -3.8 | -0.1 | -3.2 | 2.3 | -0.6 | -1.0 | 16.1
Cc1ccc2c(c1)S/C(=C\c1cccc[n+]1C)N2CCO | 58.5* | 26.1 | 2.9 | -18.7 | 15.5 | 1.6 | -0.2 | 2.4
COC(=O)C1=C(C)NC(C)=C(C(=O)OC)C1c1ccc(N(C)C)cc1 | -4.2 | -6.3 | 0.5 | 8.2 | -1.3 | -1.3 | -0.6 | -3.0
COCCNc1nc(-n2nc(C)cc2C)nc2sc3c(c12)CCCC3 | 1.9 | -5.0 | -2.9 | 0.0 | -8.1 | -1.9 | -0.7 | 14.0
CC(C)(C)NS(=O)(=O)c1ccc2[nH]c3c(c2c1)CCCCC3 | 30.8 | -7.5 | -12.7 | 63.1* | 11.0 | -8.2 | 10.6 | -3.8
